Compound activity from PubChem BioAssay.
M. tuberculosis: growth inhibition of non-replicating M. tuberculosis (AID 488890) | Mycobacterium tuberculosis non-replicating, growth inhibition; higher % means a stronger effect | inhibition, % at 25 µM; hits with a dose series show IC50 in µM | 0.39% of 320,000 active; in the data active = a potency from the dose series; inconclusive = inhibition mostly from about 82% at the one dose, without a potency; inactive = the rest, 99 in 100 with inhibition below about 76%;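 note: plate controls were DMSO cells for no effect and high antibiotic wells for full effect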
H1N1 NS1A inhibition: H1N1 influenza NS1A inhibitors, functional cell based assay (AID 504329); NS1A functional cell-based assay, percent inhibition; higher % means a stronger effect; one-dose inhibition, % at 12.5 µM; IC50 in µM for titrated hits; 0.3% of 340,000 active; in the data active = a potency from the dose series; inconclusive = inhibition above about 27% without an active follow-up result; note: strong numbers were not always called active
VEEV TC-83 Vero: inhibitors of VEEV TC-83 cytopathic effect, confirmation, Vero cells (AID 588727); Vero cells, VEEV TC-83 cytopathic effect inhibition; higher % means a stronger effect; 0.13% of 350,000 active; inhibition, % at 20 µM, or IC50 in µM where a hit was titrated; in the data active = a potency from the dose series; inconclusive = inhibition mostly from about 14% at the one dose, without a potency; inactive = the rest, 99 in 100 with inhibition below about 12%; note: strong numbers were not always called active
M. tuberculosis HTS: M. tuberculosis growth inhibition, HTS (AID 449762) | M. tuberculosis H37Rv growth inhibition, 7H9 media; higher % means a stronger effect | one-dose inhibition, % at 25 µM; IC50 in µM for titrated hits | 0.59% of 330,000 active; in the data active = a potency from the dose series; inconclusive = inhibition above about 70% without an active follow-up result;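 note: bacterial growth assessed after seven days of incubation; strong numbers were not always called active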
PhoP GFP inhibition: Inhibition of PhoP regulon, Salmonella typhi GFP reporter cells, confirmation, 4 h (AID 1850) | Salmonella Typhi PhoP-promoter GFP reporter, fluorescence, 4 h; higher % means a stronger effect | one-dose inhibition, % at 50 µM; IC50 in µM for titrated hits | 0.33% of 310,000 active; in the data active = a potency from the dose series; inconclusive = inhibition mostly from about 25% at the one dose, without a potency; inactive = the rest, 99 in 100 with inhibition below about 19%;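 note: 0% = induced wells with vehicle and 100% = uninduced wells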
VEEV TC-83 Vero 10K pilot screen: further read-out of VEEV TC-83 Vero, marked with its call; inhibition, %; measured here: 10K pilot screen inhibition
* marks the source's active call; other numbers are inactive results; i = inactive; ? = inconclusive; . = not tested or not shown.

SMILES	M. tuberculosis	H1N1 NS1A inhibition	VEEV TC-83 Vero	M. tuberculosis HTS	PhoP GFP inhibition	others
C=CCN(CC=C)C(=S)Nc1ccccc1	-2%	3%	i	0%	-20%	VEEV TC-83 Vero 10K pilot screen=1.2
CC(NC(=O)CNC(=O)c1cccc(Cl)c1)c1ccccc1 (stereo not given)	-9%	-10%	i	8%	3%
Cc1c(NC(=O)/C(C#N)=C/c2ccc(-c3ccc(Cl)c(Cl)c3)o2)c(=O)n(-c2ccccc2)n1C	62%	3%	6.9%	?	-2%
CN1CCCC(OC(=O)c2cccc(S(=O)(=O)N3CCCCCC3)c2)C1 (stereo not given)	-10%	-9%	0.4%	-3%	11%
CCCn1nc(C(=O)NNC(=O)c2ccc(C)c(C)c2)c2ccccc2c1=O	21%	-25%	1.8%	11µM*	.
COc1ccc(NC2=C(C(C)=O)C(c3ccc(OC)cc3)C(C(C)=O)C(C)(O)C2)cc1 (stereo not given)	12%	.	1.0%	?	4%
C=CCN(c1nc(C)cc(OC)n1)S(=O)(=O)c1ccccc1	-1%	2%	0.1%	-6%	1%
C=CCc1cccc2cc(C(=O)N3CCOCC3)c(=O)oc12	3%	-1%	0.3%	8%	6%
CCCCCCC(=O)NCC(=O)OCC(=O)c1ccccc1	-2%	6%	1.2%	-4%	18%
CCN(CC)S(=O)(=O)c1cccc(-c2nnc(SC(C)C(=O)NCCC3=CCCCC3)o2)c1 (stereo not given)	34%	-5%	i	-10%	1%

The final 3 records of the section above come first, to join the parts:
SMILES	M. tuberculosis	H1N1 NS1A inhibition	VEEV TC-83 Vero	M. tuberculosis HTS	PhoP GFP inhibition	others
C=CCc1cccc2cc(C(=O)N3CCOCC3)c(=O)oc12	3%	-1%	0.3%	8%	6%
CCCCCCC(=O)NCC(=O)OCC(=O)c1ccccc1	-2%	6%	1.2%	-4%	18%
CCN(CC)S(=O)(=O)c1cccc(-c2nnc(SC(C)C(=O)NCCC3=CCCCC3)o2)c1 (stereo not given)	34%	-5%	i	-10%	1%
COc1ccc(NC(=O)Cn2nc(C(=O)O)c3ccccc3c2=O)cc1Cl	-14%	11%	0.8%	2%	12%
CC(=O)Nc1ccc(S(=O)(=O)NCCC(=O)NNC(=O)c2ccccc2O)cc1	0%	-3%	2.6%	-2%	.
O=[N+]([O-])CC(c1ccccc1)c1c[nH]c2ccccc12 (stereo not given)	6%	.	3.8%	-2%	6%
CC(NC(=O)OC(C)(C)C)C(=O)NC(CCC(=O)OCc1ccccc1)C(N)=O (stereo not given)	-1%	-11%	i	1%	0%
Cc1ccccc1CC(=O)N(CCN(C)C)CC1CCCN(Cc2ccccc2F)C1 (stereo not given)	-14%	-1%	1.8%	1%	11%
CN1CCN(C(=O)/C(=C/c2ccc([N+](=O)[O-])cc2)NC(=O)c2ccccc2)CC1	-8%	-8%	0.5%	-6%	2%
COc1cccc(-c2noc(C3CCCN(C(=O)Cc4ccccc4)C3)n2)c1 (stereo not given)	13%	-11%	i	-6%	-6%
CN1CCN(C2CCN(S(=O)(=O)c3ccc(C(C)(C)C)cc3)CC2)CC1	.	-7%	i	.	.
CSC1=NNC(c2ccc(C(C)(C)C)cc2)=NN1	1%	-19%	0.2%	7%	5%
Cc1cc(=O)[nH]c(SCc2cccc3cccnc23)n1	2%	-18%	i	7%	-4%
CCCN1CCN(CC(=O)NCC(=O)Nc2cccc(C)c2C)CC1	.	-2%	1.6%	.	.
NC(=O)NC(=O)COC(=O)CNS(=O)(=O)c1ccc(F)c(F)c1F	6%	-4%	i	-5%	5%
Cc1ccc(C(=O)C(C)OC(=O)c2ccc(Cl)nc2)cc1 (stereo not given)	36%	-8%	0.4%	24%	-6%
CC(C)=C1C2CCC1C1C(=O)N(c3nc(-c4ccc(C(C)C)cc4)c(C)s3)C(=O)C21 (stereo not given)	-7%	0%	4.8%	-7%	-10%
CCC(C)(C)C1CCc2[nH]nc(C(=O)NCc3ccc(OC)cc3)c2C1 (stereo not given)	-9%	2%	0.0%	-6%	5%
Cn1c(CSCc2ccc(F)cc2)nnc1SCC(=O)N1CCN(c2ccccc2)CC1	29%	1%	2.6%	-8%	6%
COc1ccc(C(=O)NCCN2CCOCC2)cc1S(=O)(=O)Nc1ccc(C)cc1	-14%	-2%	2.9%	1%	.
O=C(Nc1nc2ccsc2c(=O)s1)c1ccc(F)cc1Cl	-13%	2%	2.8%	5%	-13%
CN1CCCC(n2nc(Cc3ccc(Cl)cc3)c3ccccc3c2=O)CC1 (stereo not given)	28%	-12%	i	7%	14%
COC(=O)c1ccccc1NC(=O)N1CCc2ccc(NC(=O)c3ccccn3)cc2C1	16%	16%	9.2%	4%	0%
FC(F)(F)c1ccc2c(c1)N(CCCN1CCN(CCCl)CC1)c1ccccc1S2	8%	12%	6.6%	4%	8%
CCN(C(=O)CSc1nc2ccc([N+](=O)[O-])cc2s1)c1c(N)n(Cc2ccccc2)c(=O)[nH]c1=O	.	-10%	5.9%	.	.
COc1ccnc(N=CNOCc2ccc(F)cc2Cl)c1C#N	4%	-25%	9.9%	-8%	-1%
O=C(CCC(=O)N1CCOCC1)NCCc1ccc(F)cc1	.	5%	1.7%	-7%	.
COC(=O)c1ccc(OC(=O)c2ccccc2F)cc1	60%	.	.	0%	19%
CN1CCN(/N=C/c2nc(-c3cccc([N+](=O)[O-])c3)n3ccccc23)CC1	22%	1%	i	3%	-1%
NC(=O)c1ccc(-c2c(-c3ccccc3)sc3ccccc23)cc1	-14%	-4%	1.6%	0%	.
Cc1sc2ncnc(SC(C)C(=O)N3c4ccccc4Sc4ccccc43)c2c1C (stereo not given)	12%	-2%	12%	10%	-2%
Nc1nonc1-n1nnc(C(=O)N/N=C/c2ccc3c(c2)OCO3)c1CSc1ccccc1	-3%	-2%	0.7%	0%	-7%
CC12CN(C(=O)c3ccccc3)C3(C#N)CC1CCC23C (stereo not given)	-4%	-5%	0.8%	-4%	2%
CCN(CC(=O)Nc1c(F)cccc1F)C(=O)C1CCN(c2ncnc3sc(C)c(C)c23)CC1	30%	-9%	6.1%	48%	2%
O=C(NCc1ccccc1Cl)c1cc([N+](=O)[O-])ccc1Cl	-10%	6%	0.4%	-3%	6%
CCc1ccc(C(=O)N2CCN(S(=O)(=O)c3sc(C(=O)O)c(C)c3C(=O)O)CC2)cc1	-1%	-8%	2.3%	-1%	.
CCOC(=O)c1nn(-c2ccccc2)c(=O)cc1SC1CCCCC1	4%	-7%	0.6%	2%	12%
O=C(Nc1ccc(Cl)cc1)c1csc(-c2ccccc2)n1	33%	-5%	i	-1%	11%
O=C(OC1CCCCC1)c1ccc(NC(=O)C2CCCCC2)cc1	60%	6%	0.7%	68%	-3%
COc1ccc(-c2nc(C#N)c(NCCc3ccccc3)o2)cc1OC	11%	-5%	6.7%	2%	5%
Cc1sc(NC(=O)CSc2nnnn2C(C)C)c(C#N)c1C	10%	10%	2.4%	3%	5%
Cc1sc2nc(CN(C(=O)NCc3ccccc3)C3CCCC3)[nH]c(=O)c2c1C	61%	-16%	3.1%	-5%	-62%
O=c1ccn(CCc2c[nH]c3ccccc23)c2c1CCCC2	17%	3%	2.4%	7%	24%

Looked up by structure from the entries so far:
SMILES	M. tuberculosis	H1N1 NS1A inhibition	VEEV TC-83 Vero	M. tuberculosis HTS	PhoP GFP inhibition	others
Cc1sc2nc(CN(C(=O)NCc3ccccc3)C3CCCC3)[nH]c(=O)c2c1C	61%	-16%	3.1%	-5%	-62%
CCN(CC(=O)Nc1c(F)cccc1F)C(=O)C1CCN(c2ncnc3sc(C)c(C)c23)CC1	30%	-9%	6.1%	48%	2%
CCc1ccc(C(=O)N2CCN(S(=O)(=O)c3sc(C(=O)O)c(C)c3C(=O)O)CC2)cc1	-1%	-8%	2.3%	-1%	.
Cc1sc(NC(=O)CSc2nnnn2C(C)C)c(C#N)c1C	10%	10%	2.4%	3%	5%
COc1ccc(-c2nc(C#N)c(NCCc3ccccc3)o2)cc1OC	11%	-5%	6.7%	2%	5%
CCOC(=O)c1nn(-c2ccccc2)c(=O)cc1SC1CCCCC1	4%	-7%	0.6%	2%	12%

(further entries)
SMILES	M. tuberculosis	H1N1 NS1A inhibition	VEEV TC-83 Vero	M. tuberculosis HTS	PhoP GFP inhibition	others
COc1ccc2ccc3c(c2c1)N=CC1(O3)N(C)c2ccccc2C1(C)C (stereo not given)	-1%	-9%	0.5%	-4%	-5%
Nc1nonc1-n1nnc(C(=O)N/N=C/c2ccncc2)c1CSc1ccccc1	6%	11%	1.0%	1%	-36%
CC(C)c1ccc(NC2CCCN(C(=O)c3ccccc3-c3ncc[nH]3)C2)cc1 (stereo not given)	-14%	3%	2.5%	-6%	-10%
COc1ccc(CCC(=O)NCCS(=O)(=O)N2CCN(c3ccccc3OC)CC2)cc1	29%	1%	10%	-6%	-3%
COc1cc(S(=O)(=O)N(Cc2ccco2)C2CCCC2)ccc1-n1cnnn1	4%	1%	0.8%	-4%	-4%
COc1cc(-c2n[nH]c(=S)n2C(C)c2ccccc2)cc(OC)c1OC (stereo not given)	-28%	-2%	0.5%	-3%	-4%
Cn1c(O)c(C2=NN(C(=O)CCl)C(c3ccccc3)C2)c(=O)n(C)c1=O (stereo not given)	39%	5%	i	-11%	7%
O=C(COc1ccccc1Cl)Nc1ccc2c(c1)OCCO2	27%	14%	1.2%	4%	-6%
Cc1ccccc1CCN(C(=O)Cn1nnc2ccccc21)C(C(=O)NCC1CCCO1)c1nc2ccccc2n1C (stereo not given)	-19%	-4%	0.4%	-5%	3%
Cn1cc(Cl)c(C(=O)Nc2nc3ccccc3s2)n1	42%	-3%	1.9%	12%	-6%
CCOC(=O)c1c(S(=O)(=O)NCCc2ccco2)c(C)n(C)c1C	-5%	8%	0.3%	-5%	2%
CC(=O)c1sc(N)c(C(=O)OC(C)C)c1C	-3%	2%	5.4%	-3%	-8%
O=C(CS(=O)(=O)Cc1ccccc1)Nc1ccc(Cl)cn1	-8%	1%	i	0%	3%
Clc1cc(/C=N\NC2=NCCN2)cc(Cl)n1	13%	.	i	2%	3%
O=C(CSc1nc(=O)n2cc(Cl)ccc2n1)NCCc1ccccc1	25%	-5%	0.8%	7%	0%
CCc1ccc(C(=O)Nc2cc(C)ccc2F)s1	80%	8%	0.5%	-1%	-3%
CCOc1ccc(CNc2nnnn2C)cc1	14%	-1%	0.7%	2%	1%
Cc1oc(-c2cccc(Cl)c2)nc1CN1CCCC(C(=O)NCc2ccco2)C1 (stereo not given)	23%	4%	i	-3%	-12%
COc1ccc(C(OCC(O)CN(C)C2CCCCC2)c2ccc(OC)cc2)cc1 (stereo not given)	77%	4%	i	?	-25%
Cc1c(N(C)C)nc2ccccc2c1N	3%	1%	0.7%	-12%	5%
Clc1ccccc1Cc1noc(CN2CCCCC2c2ccccn2)n1 (stereo not given)	21%	6%	0.2%	3%	-2%
Clc1ccc(-c2nnc(CSc3nnc(-c4cccs4)o3)o2)cc1	?	-1%	0.4%	?	9%
O=C(NCc1ccon1)c1ccc(OC2CCN(CCc3ccccc3)CC2)cc1	2%	8%	i	-7%	3%	VEEV TC-83 Vero 10K pilot screen=0.3
CC(C(=O)NC1CCCC1)N(C(=O)c1ccc(-c2ccccc2)[nH]1)c1ccccc1F (stereo not given)	38%	8%	i	-9%	-16%
O=[n+]1c2c(n([O-])c3cc(Br)ccc31)CCC2	12%	6%	1.2%	-6%	1%
O=C(COc1cc2oc(=O)c3c(c2cc1Cl)CCC3)NCc1ccncc1	-7%	4%	2.7%	-9%	9%
CCCOc1ccc(/C(O)=C2/C(=O)C(=O)N(CCN(C)C)C2c2ccc(O)c(OC)c2)cc1 (stereo not given)	.	-7%	i	.	.
Cc1nnc(NCc2ccco2)c2ccccc12	22%	-11%	1.7%	?	14%
COc1cccc(-c2nnc(SCc3nc4ccccc4[nH]3)n2N)c1	10%	-1%	i	6%	-6%
COc1ccc2cc(CN(Cc3cccs3)Cc3nnnn3Cc3ccccc3)c(=O)[nH]c2c1	28%	-3%	1.6%	-6%	7%
COc1ccccc1C(C)NC(=O)Cc1ccsc1 (stereo not given)	2%	-17%	0.2%	3%	-2%
CCOCCCNC(c1ccccc1)c1ccncc1 (stereo not given)	2%	-1%	0.5%	0%	1%
C/C(=N\Nc1nc(-c2ccc(C)cc2C)cs1)c1cc2ccccc2oc1=O	-8%	0%	4.3%	60%	-10%
COC(=O)c1cn(-c2ccccc2)nc1-c1cccnc1	11%	-44%	8.2%	-3%	4%
CCOC(=O)c1ccc2ncc(C(=O)OCC)c(NCCN3CCOCC3)c2c1	16%	-25%	2.2%	4%	3%
